JMJD2E inh: inhibitors of human JMJD2E histone demethylase; 230,000 compounds, 1.6% hits; Potency, µM (doses to about 57.1 µM), for inactives: at the highest dose activity change, negative = inhibition, hits mostly inhibitors; JMJD2E catalytic domain, FDH-coupled NADH fluorescence (FDH is formaldehyde dehydrogenase); AID 2147; active = well fitted inhibition curve with a large enough effect, not every such curve was filed as active; inconclusive = small, poorly fitted or top-dose-only effect, or another doubt; inactive = no such curve, though single readings can be large or run the other way;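 also: 0% = wells with enzyme and -100% = buffer wells without enzyme; nearly all actives have a fitted effect of over 50% in size; many of its hits are not listed in these tables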
Target sequence (B2RXH2 1-337 limits assumed): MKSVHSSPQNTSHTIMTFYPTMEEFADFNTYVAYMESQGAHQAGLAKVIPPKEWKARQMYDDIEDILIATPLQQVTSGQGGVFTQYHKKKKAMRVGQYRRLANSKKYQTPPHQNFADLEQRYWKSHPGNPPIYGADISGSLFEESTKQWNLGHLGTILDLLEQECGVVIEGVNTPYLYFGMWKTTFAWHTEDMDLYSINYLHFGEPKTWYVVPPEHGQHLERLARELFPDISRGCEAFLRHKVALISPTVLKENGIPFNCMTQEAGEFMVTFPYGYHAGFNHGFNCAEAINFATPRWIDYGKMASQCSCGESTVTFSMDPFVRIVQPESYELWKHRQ
LMNA splice mod: changes lamin A minigene splicing in HeLa cells; Potency, µM (highest dose often 46.1 µM), for the others: at the highest dose ratio change, negative = inhibition, actives largely listed as inhibitors; AID 1487; 200,000 compounds, 0.01% hits; HeLa LMNA splicing GFP/RFP minigene ratio, 48 h; active = well fitted inhibition curve with a large enough effect in the signal ratio, with a control signal flat, not every such curve was filed as active; inconclusive = small, poorly fitted or top-dose-only effect, or effect the other way, or a change in a side signal; the % refers to the signal ratio; also: % is scaled to controls: 0 for no effect and ±100 for the full control effect
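S3 HeLa stable clones carrying a lamin A-EGFP splicing minigene plus DsRed2 were seeded at 600 cells/well in Opti-MEM with 2% FBS, pin-dosed and incubated 48 h at 37°C. Acumen cytometry (488 nm) gave the GFP/RFP total-intensity ratio.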
SMN2 splice enh: enhancers of SMN2 splice variant expression; HEK293 SMN2-luciferase splicing reporter, luminescence, 30-36 h; Potency, µM (doses to about 46.1 µM), inactives show at the top dose activity change, positive = activation, usual class: activators; 210,000 compounds, 2.8% hits; AID 1458; also: % of control where 0% means no effect; nearly all actives have a fitted effect of over 55% in size
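HEK293 cells carry an SMN2 […]–luciferase reporter in which exon 7 inclusion puts luciferase in frame. Cells were plated 10-12 h before compound addition, then incubated 30-36 h at 37C. ONE-Glo luminescence was read; sodium butyrate at 4.5 mM final served as control.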
RECQ1 inh: blocks DNA unwinding by human RECQ1 | P46063 | RECQ1 DNA unwinding, red fluorescence kinetic read | Potency, µM (series often up to 57.3 µM), without a hit: at the top dose activity, negative = inhibition, most hits filed as inhibitors | 240,000 compounds, 0.54% hits | AID 2549;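 also: plate controls were vehicle for no effect and no enzyme for full effect; nearly all actives have a fitted effect of over 30% in size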
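RECQ1T1 50 nM; forked duplex (20 bp + 30-nt ss tails) 200 nM, ATP 2 mM final; pH 8.0, 2 mM MgCl2, 2.5 ug/ml poly(dI-dC); 15 min compound preincubation; discontinuous kinetic read over 2 h at RT.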
Tau ThT inhib: blocks human tau fibril formation measured by thioflavin T; recombinant tau K18 P301L (four-repeat tau fragment), heparin-induced fibrillization, ThT fluorescence; 270,000 compounds, 2.1% hits; P10636; Potency, µM (top dose mostly 57.4 µM), inactives show at the highest dose activity, negative = inhibition, usual class: inhibitors; also: % is scaled to controls: 0 for no effect and ±100 for the full control effect; nearly all actives have a fitted effect of over 55% in size
Target sequence (P10636 561-689 P618L limits assumed): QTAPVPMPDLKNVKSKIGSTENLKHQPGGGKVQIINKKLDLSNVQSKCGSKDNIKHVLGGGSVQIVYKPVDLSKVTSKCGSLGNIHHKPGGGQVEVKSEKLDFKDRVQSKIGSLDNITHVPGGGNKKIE
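K18 P301L tau (15 uM + 0.24 uM Alexa 594-tagged), heparin 20 uM, NaOAc pH 7, 6 h 37 C; ThT 30 uM, 1 h RT, ex 450/em 510 nm.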
KinaseGlo FLuc: Kinase-Glo luciferase inhibition (counter-screen) | Q27757 | Kinase-Glo luciferase, ATP luminescence, 8 min | Potency, µM (top dose mostly 38.3 µM), for the others: at the top dose activity change, negative = inhibition, usual class: inhibitors | 200,000 compounds, 0.28% hits; also: % is scaled to controls: 0 for no effect and ±100 for the full control effect; nearly all actives have a fitted effect of over 60% in size
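Recombinant Kinase-Glo luciferase, 10 uM ATP (linear range), luciferin; imidazole pH 7.2 / KCl / MgCl2 / Tween / BSA buffer; 8 min RT; luminescence.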
L3MBTL1 block: inhibitors of human L3MBTL1 | Q9Y468 | AlphaScreen L3MBTL1–H3K9me1 peptide binding | Potency, µM (doses to about 57.1 µM), without a hit: at the highest dose activity, negative = inhibition, actives largely listed as inhibitors | 230,000 compounds, 0.66% hits | AID 485360; also: % is scaled to controls: 0 for no effect and ±100 for the full control effect; nearly all actives have a fitted effect of over 60% in size
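Displacement of a biotinylated histone H3(1-15) peptide monomethylated at Lys9 (75 nM) from L3MBTL1 (50 nM) was measured by AlphaScreen after a 30 min room-temperature compound incubation; cefsulodin titration served as intraplate control.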
ALDH1A1 inh: ALDH1A1 (human) enzyme inhibition | P00352 | AID 1030 | 220,000 compounds, 7.3% hits | Potency, µM (series often up to 75.3 µM), without a hit: at the highest dose activity, negative = inhibition, most hits filed as inhibitors | Purified ALDH1A1, NADH fluorescence, propionaldehyde substrate; active = well fitted inhibition curve with a large enough effect, not every such curve was filed as active; inconclusive = small, poorly fitted or top-dose-only effect, or another doubt; inactive = no such curve, though single readings can be large or run the other way;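 also: plate controls were no enzyme wells and a reference inhibitor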
Target sequence (P00352 whole entry, looked up): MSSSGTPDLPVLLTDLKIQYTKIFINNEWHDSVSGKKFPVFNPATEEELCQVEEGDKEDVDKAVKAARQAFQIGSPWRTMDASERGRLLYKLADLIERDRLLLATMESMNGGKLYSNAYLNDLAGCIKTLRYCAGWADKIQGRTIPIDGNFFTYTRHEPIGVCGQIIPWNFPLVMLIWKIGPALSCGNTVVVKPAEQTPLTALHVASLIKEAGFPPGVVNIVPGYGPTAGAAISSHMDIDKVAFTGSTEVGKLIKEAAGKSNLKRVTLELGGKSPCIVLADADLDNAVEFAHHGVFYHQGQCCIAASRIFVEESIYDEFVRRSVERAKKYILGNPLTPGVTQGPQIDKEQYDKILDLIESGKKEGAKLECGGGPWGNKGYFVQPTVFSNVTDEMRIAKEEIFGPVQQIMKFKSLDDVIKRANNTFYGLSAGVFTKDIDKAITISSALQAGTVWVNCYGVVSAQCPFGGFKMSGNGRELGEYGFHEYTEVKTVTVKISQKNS
* hit, by the source's call; i = inactive; ? = inconclusive; . = not tested or not shown; [ ] = dose if it differs, or a comment. Unless noted, calls follow the shape of the dose curve; as a rule, active = well fitted curve in the direction sought with a large enough effect; inconclusive = small, poorly fitted or top-dose-only effect, or another doubt; inactive = no such curve, though single readings can be large; an effect the other way counts as inactive or inconclusive. Potency is read from the fitted curve at half-maximal effect.

SMILES	JMJD2E inh	LMNA splice mod	SMN2 splice enh	RECQ1 inh	Tau ThT inhib	KinaseGlo FLuc	L3MBTL1 block	ALDH1A1 inh
C=CCn1c(-c2cc(OC)cc(OC)c2)n[nH]c1=S	-11%	12%	8%	-5%	-1%	-5%	8%	22µM*
Cc1cc(C(F)(F)F)c2c(C)nn(CCc3nn[nH]n3)c2n1	?	14%	-27%	-6%	-2%	0%	-2%[11.4 µM]	?
CC(C)(C)c1cc(C(=O)NCc2ccco2)ccn1	-4%	-27%	-13%	-2%	-7%	0%	-4%	-4%
CCCOc1ccc(Br)cc1/C=N/O	-6%	13%	-17%	-2%	-9%	1%	.	-2%
CS(=O)(=O)N(CCC(=O)O)Cc1ccccc1	5%	1%	-13%	-8%	0%	1%	7%	15%
O=C(CCn1nnc2ccccc21)Nc1nnc(-c2ccccc2F)s1	-9%	15%	-10%	-9%	-9%	12%	4%	0%
O=C1CC(N2CCC(O)(c3ccc(Cl)cc3)CC2)C(=O)N1Cc1ccc(N2CCCC2=O)cc1 (stereo not given)	3%	?	-22%	-17%	-8%	0%	4%	?
Cc1sc(-n2cccc2)c(C(=O)O)c1C	-1%	7%	4%	?	-8%	-3%	-14%	13%
CCn1c(/C=C2\C(=O)N(C)c3ccccc32)nc2ccccc2c1=O	-4%	?	-12%	-8%	?	1%	-3%	?
CC(C)(C)C(=O)Nc1cc(C(F)(F)F)ccc1-n1ccnc1	6%	-3%[46 µM]	-3%	-1%	9%	0%	-1%	7%
O=C(CC1C(=O)NCCN1Cc1c(F)cccc1Cl)NCCc1ccccn1 (stereo not given)	-1%	.	.	i	0%	2%	5%	-9%
CCCC(=O)NNC(=O)c1ccoc1C	-1%	2%	3%	0%	-2%	12%	1%	10%
CCOC(=O)N1CCC(NC(=O)CN2C(=O)CSc3ncccc32)CC1	-5%	-9%	-9%	-3%	-9%	1%	?	?
CC(NC(=O)c1cccnc1)c1ccc2c(c1)OCO2 (stereo not given)	2%	8%	-7%	-3%	10%	-3%	-3%	12%
O=S(=O)(c1ccc2ccccc2c1)N(CC1CO1)c1ccccc1 (stereo not given)	-23%	.	-13%	17%	6%	1%	60%[activator]	?
CCCc1cc(C(N)=O)c(NC(=O)c2ccco2)s1	?	1%	26%	1%	12%	1%	6%	?
COCCn1c(=NC(C)=O)sc2cc([N+](=O)[O-])ccc21	-3%	7%	13%	-2%	4%	-4%	-11%	-12%
O=C(COc1ccccc1)NCc1ccc2c(c1)OCO2	-1%	2%	-1%	i	5%	1%	1%	8%
COc1ccc(S(=O)(=O)Cc2ccc(C(=O)NC3CC3)o2)cc1	3%	-2%	-19%	-9%	-4%	-3%	6%	?
COc1cc(/C=N/NC(=O)Cc2ccc(Br)cc2)cc(OC)c1O	?	-14%[46 µM]	.	-5%	-6%	-2%	3%	-1%

Part of the list above, reduced to LMNA splice mod and KinaseGlo FLuc:
Structure	LMNA splice mod	KinaseGlo FLuc
CC(C)(C)C(=O)Nc1cc(C(F)(F)F)ccc1-n1ccnc1	-3%[46 µM]	0%
O=C(CC1C(=O)NCCN1Cc1c(F)cccc1Cl)NCCc1ccccn1 (stereo not given)	.	2%

Full records as entered above. Order of values: JMJD2E inh, LMNA splice mod, SMN2 splice enh, RECQ1 inh, Tau ThT inhib, KinaseGlo FLuc, L3MBTL1 block, ALDH1A1 inh
CCCC(=O)NNC(=O)c1ccoc1C is entered as -1%, 2%, 3%, 0%, -2%, 12%, 1%, 10%
COCCn1c(=NC(C)=O)sc2cc([N+](=O)[O-])ccc21 is entered as -3%, 7%, 13%, -2%, 4%, -4%, -11%, -12%
CC(NC(=O)c1cccnc1)c1ccc2c(c1)OCO2 (stereo not given) is entered as 2%, 8%, -7%, -3%, 10%, -3%, -3%, 12%

(list continues)
SMILES	JMJD2E inh	LMNA splice mod	SMN2 splice enh	RECQ1 inh	Tau ThT inhib	KinaseGlo FLuc	L3MBTL1 block	ALDH1A1 inh
O=C(O)COc1cnc2ccccc2n1	5%	.	-11%	i	0%	-3%	-23%	0%
O=C1CSC(c2cccnc2)N1c1ccccc1 (stereo not given)	-6%	.	.	-5%	-8%	.	-3%	?
COc1ccc(N=C2SC(C(N)=O)CC(=O)N2CCc2ccc(OC)c(OC)c2)cc1 (stereo not given)	0%	-8%	-14%	-2%	-4%	-2%	0%	8%
CC(C)(C)NC(=O)/C=C/c1ccc(C(F)(F)F)cc1	-9%	2%	-28%	0%	-12%	2%	8%	-3%
O=C(NCCc1c[nH]c2ccccc12)/C(=C\c1cccnc1)NC(=O)c1cccs1	6%	-4%	3%	i	-4%	0%	-2%	0%
NCC(O)COc1ccc2c(c1)OCO2 (stereo not given)	-5%	14%	19%	2%	10%	-7%	-10%	-88%
CC(C)(C)c1ccc(C(=O)N2CCC(C(=O)NCc3ccncc3)CC2)cc1	11%	-14%	?	i	-7%	0%	-4%	?
O=C(NC(=S)Nc1nc(-c2cccc3ccccc23)cs1)c1cc2ccccc2o1	8%	-10%	?	-18%	-13%	3%	3%	20µM*
CC(=O)OCP(C)(=O)COC(C)=O	6%	-1%	15%	i	-4%	24%	.	7%
C=CC[C@@H]1C=C[C@H](O/N=C/c2ccc(C(=O)N3[C@H](c4ccc(C)cc4)[C@@H](C)CC[C@H]3C(=O)OC)cc2)[C@@H](CO)O1	-13%	?	-9%	?	?	-4%	-12%	-14%
CSCc1c(C(=O)NC2CCCc3ccccc32)oc2ccccc12 (stereo not given)	1%	?	-31%[inhibitor]	i	-12%	-5%	-2%	?
Cc1ccc(S(=O)(=O)N2CCN(C(=O)COC(=O)COc3ccccc3)CC2)cc1	6%	-6%	-4%	-12%	-7%	-3%	1%	-4%
CS(=O)(=O)N1CCN(C(=O)c2ccncc2)CC1	7%	-1%	-7%	i	2%	1%	3%	17%
Cc1cc(C)n(-c2cc(Cl)ccc2[N+](=O)[O-])n1	6%	.	-29%	i	5%	-3%	-15%	5%
COc1ccc(C2CC3(O)NC(=O)C(C#N)(C3C)C2(C#N)C#N)cc1 (stereo not given)	2%	.	.	4%	-1%	.	4%	.
CC(=O)c1sc(NC(=O)c2ccccc2F)nc1C	2%	-12%	3.2µM*	8%	2%	10µM*	5%	-10%
CNC(=S)N/N=C(\C)c1ccc2c(c1)OCCO2	-20%	4%	?	-6%	-8%	10%	-5%	2.8µM*
C#CCOCCOCCOCCNc1nc(N2CCOCC2)nc(N2CCN(C(=O)[C@H]([C@@H](C)O)n3cc(CCCCN)nn3)CC2)n1	?	-8%	?	10%	1%	-3%	3%	-10%
COCCCNc1nc2c(c(=O)n(C)c(=O)n2C)n1Cc1cccc(OC)c1	14%	?	-22%	-18%	-3%	-2%	5%	-6%
CC(=O)Nc1c2c3c(cccc3n(C)c1=O)C(=O)c1ccccc1-2	-24%	2%	-26%	-5%	-1%	3%	-6%	?
COC(=O)c1c(NC(=O)/C=C/C(=O)O)sc(C)c1-c1ccc(C)cc1	11%	18%[46 µM]	-30%	i	-11%	4%	0%	?
OC1CCCN(Cc2cccc3ccccc23)C1 (stereo not given)	2%	-6%	.	i	5%	1%	-1%	14%
CCCc1cnc(N2CCN(S(C)(=O)=O)CC2)nc1	?	.	.	-8%	-4%	.	7%	1%
Cc1cccc(-c2noc(CCC(=O)NCc3ccco3)n2)c1	-1%	3%	3%	i	-11%	-2%	.	1%
CCCc1ccc(Oc2cc(Cl)nc(N)n2)cc1	4%	-2%	-3%[1.84 µM]	-11%	-1%	-3%	6%	17%
CCOC(=O)C1(C)/C(=N/Nc2ccccc2OC)C(=O)C(=O)N1c1ccccc1 (stereo not given)	25µM*	3%[46 µM]	7%	19%	16µM*	-12%	?	24µM*
CC(CN1CCCCC1)OC(=O)c1ccc2c(c1)OCO2 (stereo not given)	-12%	-1%	0%	-3%	-4%	6%	-5%	4%
CC(c1ccccc1)n1cc(C(=O)NCc2ccccn2)nn1 (stereo not given)	11%	6%	-14%	3%	-11%	6%	.	2%
COc1ccc(-c2ccc(-c3cc(=O)oc4cc(OC)c(OC)c(OC)c34)cc2)cc1F	.	.	.	i	-16%[81.4 µM]	-1%[39.9 µM]	2%	?
COc1ccc(CCNCC(=O)Nc2ccc(C)c(S(=O)(=O)N(C)C)c2)cc1OC	?	.	.	-13%	-4%	.	-12%	16µM*
O=C(COC(=O)c1cccc(F)c1)Nc1cccnc1Cl	4%	3%[46 µM]	0%	i	-3%	0%	4%	5%
O=C(COC(=O)c1cccnc1Cl)c1ccccc1	9%	9%	15%	-7%	2%	-25%	4%	-9%
CCOC(=O)C1(CC2CC2)CCN(Cc2cn[nH]c2-c2cccc(F)c2)CC1	9%	.	.	-11%	-13%	.	-3%	6%
CN1CCN(C(=S)NC(=O)c2ccc(C(C)(C)C)cc2)CC1	6%	8%	-1%	-5%	4%	3%	3%	5%
CC1=C(C(=O)Nc2ccc(C)cc2)C(c2ccc(N(C)C)cc2)NC(=O)N1 (stereo not given)	2%	2%	-15%	-3%	-3%	2%	-3%	-6%
O=C1CCCC(=NCc2ccco2)C1	14%	3%	-5%	i	-3%	-1%	-2%	1%
Cc1nn(Cc2ccccc2)c(C)c1/C=N/NC(=O)c1cccnc1	2%	-13%	?	-2%	1%	-4%	-9%	-6%
CCN1C(=O)/C(=C\N2CCOCC2)SC1=S	8%	2%	1%	-4%	-5%	-10%	.	?
Cc1cc(C)cc(NC(=O)N2c3ccccc3NC(=O)CC2C)c1 (stereo not given)	2%	.	.	i	-6%	.	16%	.
CC(C)CCn1c(CN2CCN(Cc3ccccc3)CC2)nc2c1c(=O)n(C)c(=O)n2C	-20%	-1%	-10%	-3%	6%	14%	-3%	?
CCOC(=O)c1ccc(N=C2C(=S)N(c3ccc(C(=O)OCC)cc3)C(=N)N2/N=C/c2ccccc2)cc1	-18%	5%	13%	0%	?	2%	4%	2µM*

These rows are one share of the data, so the mix of outcomes need not match the whole.
